Compound activity deposited in PubChem BioAssay by several laboratories.
PPARg SRC-2 ag: promotes SRC-2 coactivator recruitment by human PPARgamma | PPARgamma LBD-SRC-2 recruitment, biochemical | activation, % at 8 µM | 200,000 tested, 0.34% active | AID 1032; in the data active = activation above about 22%;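 note: 0% = vehicle and 100% = reference agonist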
Target sequence (P37231 whole entry, looked up, the tested form may be a part): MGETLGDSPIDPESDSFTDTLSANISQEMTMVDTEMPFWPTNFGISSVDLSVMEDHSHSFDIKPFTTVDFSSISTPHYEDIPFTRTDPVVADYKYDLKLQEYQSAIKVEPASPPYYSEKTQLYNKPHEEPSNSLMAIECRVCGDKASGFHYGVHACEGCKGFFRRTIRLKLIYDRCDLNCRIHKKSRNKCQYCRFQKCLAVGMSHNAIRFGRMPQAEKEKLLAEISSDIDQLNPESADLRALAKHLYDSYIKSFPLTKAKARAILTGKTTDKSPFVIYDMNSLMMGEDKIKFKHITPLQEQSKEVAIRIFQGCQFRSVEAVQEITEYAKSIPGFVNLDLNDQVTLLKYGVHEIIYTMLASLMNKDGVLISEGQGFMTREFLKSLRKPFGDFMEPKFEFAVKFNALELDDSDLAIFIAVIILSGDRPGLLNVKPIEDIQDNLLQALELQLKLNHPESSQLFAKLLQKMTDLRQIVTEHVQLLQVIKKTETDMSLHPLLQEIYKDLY
TNAP inh noacc: inhibitors of human TNAP without phosphate acceptor; inhibition, % at 20 µM; P05186; 200,000 tested, 0.26% active; purified TNAP, CDP-star luminescence, 30 min;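 active = tissue-nonspecific alkaline phosphatase inhibition above about 50% at 20 µM in the single-dose screen, limit read from the data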;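 note: 0% = DMSO negative control and 100% = EDTA positive control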
Target sequence (P05186 whole entry, looked up): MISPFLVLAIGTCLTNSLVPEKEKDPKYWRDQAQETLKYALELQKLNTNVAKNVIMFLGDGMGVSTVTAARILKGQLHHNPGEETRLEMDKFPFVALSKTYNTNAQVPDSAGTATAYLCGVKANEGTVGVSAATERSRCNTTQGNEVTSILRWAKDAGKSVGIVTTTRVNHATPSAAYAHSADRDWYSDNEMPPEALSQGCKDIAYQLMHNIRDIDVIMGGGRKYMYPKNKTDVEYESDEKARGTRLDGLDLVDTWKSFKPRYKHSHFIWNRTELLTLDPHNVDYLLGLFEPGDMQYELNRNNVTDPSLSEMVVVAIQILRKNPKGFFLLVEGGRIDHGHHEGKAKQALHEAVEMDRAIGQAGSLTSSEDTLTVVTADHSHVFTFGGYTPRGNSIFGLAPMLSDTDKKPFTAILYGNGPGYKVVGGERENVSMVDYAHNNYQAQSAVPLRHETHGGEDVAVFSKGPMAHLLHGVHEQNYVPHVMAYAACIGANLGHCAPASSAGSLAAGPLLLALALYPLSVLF
HMGR II inh: blocks class II HMG-CoA reductase of Enterococcus faecalis; purified E. faecalis HMGR, NADPH absorbance 340 nm kinetic; inhibition, % at 10 µM; 190,000 tested, 0.41% active; AID 1066;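 active = inhibition above a set limit, the median over all tested compounds plus 3 SD, cut at about 9.5% in these data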;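 note: enzyme runs in reverse so mevalonate oxidation gives rising NADPH absorbance; 0% = complete reaction with DMSO and 100% = background rate lacking mevalonate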
bIAP activator: increases bovine intestinal alkaline phosphatase activity; purified bovine IAP, CDP-star luminescence, 30 min; hits give high values; fold of DMSO-control signal, blank-subtracted; activation factor at 20 µM; 200,000 tested, 0.17% active;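 active = activation factor of 2 or more at 20 µM, a signal rise over negative controls twice the positive control's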
PPARg SRC3 recr: agonists of human PPARgamma SRC-3 coactivator recruitment | P37231 | biochemical PPARgamma/SRC-3 coactivator recruitment assay | activation, % at 8 µM | 200,000 tested, 0.26% active | AID 731; in the data active = activation above about 23%;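 note: 0% = DMSO and 100% = reference agonist; some compounds past the cut are filed as inactive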
PPARg SRC1 recr: promotes SRC-1 coactivator recruitment by human PPARgamma. AID 631. PPARgamma-SRC-1 coactivator recruitment biochemical assay. activation, % at 8 µM. 200,000 tested, 0.41% active; in the data active = activation above about 19%;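 note: 0% = DMSO and 100% = reference agonist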
bIAP inhibitor: intestinal alkaline phosphatase (bovine) inhibition; purified bovine IAP, CDP-star luminescence, 30 min; inhibition, % at 20 µM; 190,000 tested, under 10 active;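 active = over 50% inhibition of intestinal alkaline phosphatase at 20 µM in the single-dose screen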
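Assay system – bovine IAP enzyme · Quantity – bovine IAP at 1/65,000,000 final dilution · Detection – CDP-star luminescence signal · Times – 30 min reaction at room temperature · Also added – CDP-star substrate at 30 µM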
TNAP inh hi DEA: blocks human TNAP under high phosphate acceptor concentration; P05186; inhibition, % at 20 µM; purified TNAP, CDP-star luminescence, 1 M DEA; 200,000 tested, 0.03% active;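 active = over 50% inhibition of tissue-nonspecific alkaline phosphatase at 20 µM in the single-dose screen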;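 note: plate controls were DMSO wells for no effect and EDTA-quenched wells as full inhibition for full effect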
TR-FRET SRC-2 ct: flags TR-FRET format artefacts in PPARgamma SRC-2 recruitment agonist screen; TR-FRET ratio at 8 µM; 200,000 tested, 0.4% active; TR-FRET artefact counter-screen; hits give high values; in the data active = TR-FRET ratio above about 2000; note: inactives centre near 1500
TNAP act hi DEA: TNAP (human) activation, high acceptor. purified TNAP, CDP-star luminescence, 1 M DEA, 30 min; hits give high values; 0 = EDTA background, 1 = DMSO-only activity. activation factor at 20 µM. 200,000 tested, under 10 active;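 active = activation factor at least 2 at 20 µM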
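Control set: EDTA negative control, DMSO positive control / Assay system: human TNAP / Quantity: TNAP 1/800 final / Evaluation: TNAP activation factor scaled between EDTA and DMSO control wells / Measured by: luminescent substrate turnover signal / Compound dosing: one dose, 20 µM / Times: 30 min enzyme reaction at room temperature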
* marks the source's active call; other numbers are inactive results; x = not tested or not shown.

1	COc1cc(C(=O)NCC(c2cccs2)N(C)C)cc(Cl)c1OC(C)C (stereo not given)
2	O=c1[nH]c2c(c3c1CCCC3)CCCC2
3	CCCCN(C)C(=O)c1nc2ccccn2c1CN(C)Cc1csc(C)n1
4	Cn1nc(C(=O)N2CCc3ccccc32)c2ccccc2c1=O
5	CCCCCC(=O)Nc1ccc(S(=O)(=O)Nc2nccc(C)n2)cc1
6	O=C(N/N=C/c1ccc(Br)s1)c1ccccc1[N+](=O)[O-]
entry no.	1	2	3	4	5	6
PPARg SRC-2 ag	0	-10	7	7	1	5
TNAP inh noacc	-17	-5	-14	-18	-18	-3
HMGR II inh	0	-1	-1	2	-4	x
bIAP activator	0.9	0.9	1	1	1	0.9
PPARg SRC3 recr	4	-7	2	3	5	0
PPARg SRC1 recr	0	10	9	1	2	2
bIAP inhibitor	8	12	0	-4	2	9
TNAP inh hi DEA	-4	1	-10	-4	-6	0
TR-FRET SRC-2 ct	1511	1732	1734	1627	1556	1546
TNAP act hi DEA	1	1	1.1	1	1.1	1

7	Cn1nc(-c2ccccc2)c(CO)c1Oc1ccc(F)cc1
8	CCOC(=O)c1cc(-c2ccccc2)sc1N
9	CCCS(=O)(=O)c1c(S(=O)(=O)CCC)c2c(C)cccn2c1C(N)=O
10	Cc1cc(NC(=O)/C=C/c2ccccc2)c(C(C)C)cc1O
11	O=c1[nH]c2ccccc2n1CCC1CCCCC1
12	NNC(=O)CN1C(=O)Nc2ccc(Br)cc2C1c1ccccc1 (stereo not given)
entry no.	7	8	9	10	11	12
PPARg SRC-2 ag	6	-9	0	-3	6	2
TNAP inh noacc	-1	-19	-14	-8	-2	6
HMGR II inh	-1	-3	1	3	0	-2
bIAP activator	0.9	1	0.9	1.1	0.7	1
PPARg SRC3 recr	4	-12	-8	-2	1	-1
PPARg SRC1 recr	5	8	0	2	2	3
bIAP inhibitor	8	3	7	-11	27	1
TNAP inh hi DEA	3	-2	-7	-2	-6	0
TR-FRET SRC-2 ct	1621	1431	1521	1385	1665	1527
TNAP act hi DEA	1	1	1.1	1	1.1	1

13	Clc1ccccc1Nc1c2c(nc3ncnn13)CCC2
14	CCOc1ccccc1NC(=O)c1cc(SC)ccc1Cl
15	COc1ccc(C(=O)N2CCC(n3c(C)nc4cc(F)ccc43)CC2)cc1OC
16	CCOc1ccccc1-n1c(SCC(=O)NC(C)(C)C)nnc1-c1ccoc1C
17	CCOCCCNC(=O)c1ccc(CS(=O)(=O)Cc2ccc(C)cc2)o1
18	CCOC(=O)c1oc2ccccc2c1CSc1nnc(-c2ccco2)o1
entry no.	13	14	15	16	17	18
PPARg SRC-2 ag	-1	-2	3	-3	8	11
TNAP inh noacc	-10	-12	-11	0	0	-12
HMGR II inh	0	3	-2	-3	-2	0
bIAP activator	0.6	0.7	1	1	1	1
PPARg SRC3 recr	7	1	3	2	-4	3
PPARg SRC1 recr	9	1	10	-2	-3	5
bIAP inhibitor	41	28	-4	-1	4	4
TNAP inh hi DEA	2	-3	-8	-9	-2	-7
TR-FRET SRC-2 ct	1618	1512	1490	1631	1377	1480
TNAP act hi DEA	1	1	1.1	1.1	1	1.1

19	CC1CCCN(CCOc2ccc(Br)cc2)C1 (stereo not given)
20	Brc1cnc(N2CCCC2)nc1N1CCCCC1
21	Cc1cccc(C(=O)O/N=C2\CCS(=O)(=O)c3sccc32)c1
22	CCCc1cc(=O)n2[nH]c(SCc3ccccc3)nc2n1
23	COc1ccc(-c2cc(C(F)(F)F)nc(SCC(=O)NCCN3CCOCC3)n2)cc1OC
24	Cc1ccccc1N(CC(N)=O)S(C)(=O)=O
entry no.	19	20	21	22	23	24
PPARg SRC-2 ag	-3	-5	1	-3	-2	13
TNAP inh noacc	-8	-15	-7	-6	-6	-10
HMGR II inh	1	3	4	1	-2	-3
bIAP activator	1.3	0.8	0.9	1	1.1	1
PPARg SRC3 recr	-3	3	0	-2	-6	8
PPARg SRC1 recr	-1	2	-13	-2	0	4
bIAP inhibitor	-31	23	5	0	-5	3
TNAP inh hi DEA	-5	-6	2	-3	-1	-5
TR-FRET SRC-2 ct	1481	1518	1553	1577	1658	1555
TNAP act hi DEA	1	1.1	1	1	1	1.1

25	CC(C)C(=O)N1CCN(c2ccccc2NC(=O)Cc2ccc(Cl)cc2)CC1
26	CCCCCCCCNC(=O)/C(C#N)=C/c1ccc(SC)cc1
27	COc1ccccc1/C=C(\NC(=O)c1ccc(OC)c(OC)c1)C(=O)Nc1cccc([N+](=O)[O-])c1
28	O=C(Nc1nnc(-c2ccco2)o1)c1ccc(N2C(=O)CCC2=O)cc1
29	Cc1ccc(NC(=O)COC(=O)CC2CCCC2)cc1Cl
30	Cc1cc(/C=N/NC(=O)c2cccc(F)c2)c(C)n1-c1ccccc1
entry no.	25	26	27	28	29	30
PPARg SRC-2 ag	-2	6	10	10	3	-1
TNAP inh noacc	-13	-4	2	-9	-6	-7
HMGR II inh	7	3	1	-4	-11	2
bIAP activator	0.9	0.9	1.5	1	0.7	0.9
PPARg SRC3 recr	9	6	0	3	1	4
PPARg SRC1 recr	4	-3	8	3	-2	7
bIAP inhibitor	8	9	-47	-5	26	8
TNAP inh hi DEA	-7	-4	-3	-4	-2	0
TR-FRET SRC-2 ct	1784	1484	1806	1742	1817	1558
TNAP act hi DEA	1.1	1	1	1	1	1

31	Cc1nc2ccccc2c(=O)n1NC(=O)c1cncc(Br)c1
32	O=C(O)C1CCCN(S(=O)(=O)c2ccc(F)cc2)C1 (stereo not given)
33	O=C(Nc1ccc(N2CCOCC2)c(Cl)c1)c1cc(F)c(F)cc1Cl
34	COc1ccc(NC(=O)/C(Cl)=C(/Cl)S(=O)Cc2ccc(Cl)cc2)cn1 (stereo not given)
35	CCOC(=O)/C=C1\SCC(=O)N1CC(=O)c1ccc[nH]1
36	CCS(=O)(=O)C(=C1NCCO1)S(=O)(=O)CC
entry no.	31	32	33	34	35	36
PPARg SRC-2 ag	0	4	3	1	9	6
TNAP inh noacc	1	-5	-4	1	-2	-12
HMGR II inh	-5	1	5	-5	-3	-2
bIAP activator	1.3	0.8	0.8	1.1	1	0.9
PPARg SRC3 recr	2	1	9	-1	10	3
PPARg SRC1 recr	3	0	3	1	13	-2
bIAP inhibitor	-26	16	19	-6	0	5
TNAP inh hi DEA	-3	-3	-5	-4	3	-3
TR-FRET SRC-2 ct	1538	1768	1519	1432	1384	1543
TNAP act hi DEA	1	1	1	1	1	1

Values in list order from the list:
TNAP act hi DEA, entries 12–21: 1, 1, 1, 1.1, 1.1, 1, 1.1, 1, 1.1, 1
PPARg SRC1 recr, entries 12–21: 3, 9, 1, 10, -2, -3, 5, -1, 2, -13
TNAP inh noacc, entries 12–21: 6, -10, -12, -11, 0, 0, -12, -8, -15, -7

The list continues.
37	CC(=O)Nc1cccc(NC(=O)CCn2cnc3cc(C)c(C)cc32)c1
38	COc1ccccc1Nc1nc(NCC2CCCO2)c2ccccc2n1 (stereo not given)
39	CCn1cc(C(=O)NC2CCc3ccccc32)c(=O)c2ccc(C)nc21 (stereo not given)
40	O=C(CCN1CCc2ccccc2C(O)(c2ccccc2)C1)c1ccc2c(c1)OCCO2 (stereo not given)
41	COc1ccccc1N1CCN(CC(=O)NCC2CCCO2)CC1 (stereo not given)
42	O=C(N(c1ccccn1)c1ccccn1)C12CC3CC(CC(C3)C1)C2
entry no.	37	38	39	40	41	42
PPARg SRC-2 ag	6	-3	3	-3	0	6
TNAP inh noacc	-7	-4	-9	x	-7	-8
HMGR II inh	-5	2	2	x	-4	-1
bIAP activator	0.9	1.1	1	x	0.5	1
PPARg SRC3 recr	-11	6	-10	13	8	1
PPARg SRC1 recr	8	4	0	-6	-3	11
bIAP inhibitor	10	-10	0	x	x	2
TNAP inh hi DEA	-4	-6	0	x	2	-2
TR-FRET SRC-2 ct	1560	1733	1530	1333	1333	1812
TNAP act hi DEA	1	1.1	1	x	1	1

43	Cc1nn(-c2ccccc2)c(Cl)c1C(=O)NCc1cccs1
44	O=C(Nc1nnc(-c2ccncc2)s1)Nc1ccccc1F
45	COc1ccc(N(C(C)C(=O)NC2CCCCCC2)S(C)(=O)=O)cc1 (stereo not given)
46	O=C(Nc1cc(S(=O)(=O)N2CCOCC2)ccc1N1CCOCC1)c1cc(=O)[nH]c2ccccc12
47	Cc1cc2n(n1)C(c1ccccc1)Nc1ccccc1-2 (stereo not given)
48	CCNc1nc(N)c(C(=C(C#N)C#N)c2ccccc2)s1
entry no.	43	44	45	46	47	48
PPARg SRC-2 ag	10	-3	2	0	-5	6
TNAP inh noacc	1	-8	-10	-4	-4	-11
HMGR II inh	1	-1	-4	-2	-2	-6
bIAP activator	1.1	1.1	1	1.1	0.8	1
PPARg SRC3 recr	-2	-5	-12	-2	-5	4
PPARg SRC1 recr	12	2	-7	-2	-2	-8
bIAP inhibitor	-11	-6	0	-14	16	5
TNAP inh hi DEA	0	-7	-2	1	1	-4
TR-FRET SRC-2 ct	1613	1355	1472	1529	1433	1548
TNAP act hi DEA	1	1.1	1	1	1	1

49	COc1ccc2c(=O)cc(C(F)(F)C(F)(F)F)oc2c1
50	N#CCCN/N=C(/Cc1nc2ccccc2[nH]1)c1cccc(Cl)c1
51	COc1ccc(C2NC3=C(CCC3)C3(C#N)C(OC)(OC)N=C(N)C23C#N)cc1 (stereo not given)
52	Cc1ccc(C(=O)Oc2ccccc2C(=O)N2CCOCC2)cc1
53	O=C(c1ccc(CNc2c(N3CCCC3)c(=O)c2=O)cc1)N1CCN(C2CCCCC2)CC1
54	CCn1cc(/C=N/NC(=O)c2cc3c(ccc4ccccc43)o2)c2ccccc21
entry no.	49	50	51	52	53	54
PPARg SRC-2 ag	2	3	8	-6	-2	1
TNAP inh noacc	-10	-3	28	-7	-5	-12
HMGR II inh	-10	1	2	-1	2	0
bIAP activator	1	0.8	0.8	1	1	1
PPARg SRC3 recr	-5	-5	5	8	5	-2
PPARg SRC1 recr	-9	1	-1	0	0	-5
bIAP inhibitor	5	23	18	2	3	1
TNAP inh hi DEA	-3	-1	0	0	1	-9
TR-FRET SRC-2 ct	1495	1489	1639	1753	1486	1402
TNAP act hi DEA	1	1	1	1	1	1.1

2 compounds from above, limited to TNAP act hi DEA.
cpd	Structure	TNAP act hi DEA
52	Cc1ccc(C(=O)Oc2ccccc2C(=O)N2CCOCC2)cc1	1
53	O=C(c1ccc(CNc2c(N3CCCC3)c(=O)c2=O)cc1)N1CCN(C2CCCCC2)CC1	1
